Bioassay records from PubChem.
ATG4B inh: ATG4B (human) cysteine protease inhibition. Q9Y4P1. ATG4B cleavage of LC3-PLA2, NBD-HPC fluorescence, 1 h. inhibition, % at 8.33 µM. 340,000 compounds, 0.51% hits; in the data active = inhibition above about 40%
CXCR6 block: blocks human CXCR6 beta-arrestin recruitment. O00574. CHO-K1 PathHunter CXCR6 beta-arrestin, luminescence. inhibition, % at 20 µM. 360,000 compounds, 0.36% hits. AID 602244; in the data active = inhibition above about 34%, passing the limit was not always enough;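 also: antagonist mode with CXCL16 agonist at 10 nM final; 0% = 10 nM CXCL16 with DMSO and 100% = unstimulated wells without agonist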
Target sequence (O00574 whole entry, looked up): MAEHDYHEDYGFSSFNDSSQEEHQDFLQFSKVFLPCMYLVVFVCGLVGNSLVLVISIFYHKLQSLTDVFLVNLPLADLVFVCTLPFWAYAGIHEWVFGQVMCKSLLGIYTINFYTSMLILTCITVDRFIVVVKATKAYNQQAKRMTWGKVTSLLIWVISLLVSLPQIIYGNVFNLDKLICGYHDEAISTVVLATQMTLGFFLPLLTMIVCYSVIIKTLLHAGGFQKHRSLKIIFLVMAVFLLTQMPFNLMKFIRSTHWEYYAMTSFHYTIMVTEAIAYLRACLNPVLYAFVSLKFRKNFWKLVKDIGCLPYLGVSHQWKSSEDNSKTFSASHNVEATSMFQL
UBC13 inh: human UBC13 polyubiquitination inhibition; 330,000 compounds, 0.47% hits; inhibition, % at 20 µM; UBC13 polyubiquitin chain formation, TR-FRET; P61088; in the data active = inhibition above about 45%, passing the limit was not always enough
Target sequence (P61088 whole entry, looked up): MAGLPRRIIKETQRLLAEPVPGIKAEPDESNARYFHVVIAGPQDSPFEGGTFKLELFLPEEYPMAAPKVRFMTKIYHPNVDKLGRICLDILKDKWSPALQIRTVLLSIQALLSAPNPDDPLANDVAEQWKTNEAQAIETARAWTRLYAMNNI
APJ ag: agonists of human APJ apelin receptor | P35414 | activation, % at 20 µM | AID 2520 | CHO-K1 APJ PathHunter beta-arrestin, luminescence; 0% DMSO wells, 100% apelin | 330,000 compounds, 0.11% hits;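 active = activation more than six SD over the plate average, tested at 20 µM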;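 also: 0% = DMSO alone and 100% = apelin-13 at 10 nM; some results filed as inactive read as strong as hits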
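Material: CHO-K1 APJ beta-arrestin complementation cell line; Input: cell density 1000 per well; Incubation: compound stimulation 90 min at 25 °C, detection 60 min; Signal: luminescence from split beta-galactosidase complementation, Galacton Star/Emerald II substrate; Controls: DMSO-only wells as negative, 10 nM Apelin-13 as positive control.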
EBI2 antag: EBI2 (human) antagonism. P32249. EBI2 beta-arrestin recruitment, luminescence, 7a,25-OHC stimulated. inhibition, % at 5 µM. 360,000 compounds, 0.81% hits; in the data active = inhibition above about 38%;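 also: enzyme fragment complementation signal reports receptor beta-arrestin coupling in cells; 0% = agonist plus DMSO wells and 100% = wells without agonist; some results beyond the cut were filed as inactive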
Target sequence (P32249 whole entry, looked up, the tested form may be a part): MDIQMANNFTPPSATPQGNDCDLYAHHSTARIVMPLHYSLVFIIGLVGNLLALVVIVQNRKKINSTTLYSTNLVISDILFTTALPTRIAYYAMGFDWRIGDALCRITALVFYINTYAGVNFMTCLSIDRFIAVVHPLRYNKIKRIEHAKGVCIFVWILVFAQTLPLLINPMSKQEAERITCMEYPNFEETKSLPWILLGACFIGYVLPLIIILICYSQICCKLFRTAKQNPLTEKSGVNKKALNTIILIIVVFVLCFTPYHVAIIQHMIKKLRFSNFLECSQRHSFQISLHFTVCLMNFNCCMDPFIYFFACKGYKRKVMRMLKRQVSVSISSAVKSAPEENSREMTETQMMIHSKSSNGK
Gli-Sufu antag: antagonists of Gli-Sufu signaling. Sufu-KO-LIGHT fibroblasts, Gli luciferase reporter luminescence. inhibition, % at 5 µM. 340,000 compounds, 0.74% hits. AID 588413;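 active = inhibition above about 55%, limit read from the data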;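 also: 0% = DMSO-treated cells and 100% = wells with medium but no cells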
CCR6 antagonist: CCR6 (human) receptor antagonism; CHO-K1 CCR6 PathHunter beta-arrestin, luminescence, CCL20-stimulated; inhibition, % at 20 µM; AID 493098; 340,000 compounds, 0.49% hits; P51684;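 active = compounds whose inhibition of the agonist-driven luminescence signal at 20 µM reaches about 50%, limit read from the data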;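 also: cells stimulated with CCL20 at 14 nM final; plate controls were DMSO with CCL20 for no effect and DMSO without agonist for full effect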
APJ antagonist: APJ receptor antagonism. P35414. CHO-K1 APJ beta-arrestin complementation, luminescence. inhibition, % at 20 µM. 330,000 compounds, 0.32% hits;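 active = inhibition above about 40% at 20 µM, limit read from the data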;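 also: cells challenged with 10 nM apelin-13 agonist together with compound; plate controls were apelin-13 plus DMSO wells for no effect and DMSO wells lacking apelin-13 for full effect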
Starred values were filed as active, the others as inactive; / = not tested or not shown.

SMILES	ATG4B inh	CXCR6 block	UBC13 inh	APJ ag	EBI2 antag	Gli-Sufu antag	CCR6 antagonist	APJ antagonist
CC(=O)Nc1nnc(SCC(=O)N2C(C)CCCC2C)s1 (stereo not drawn)	-3	1	4	0	-6	16	3	-8
N/C(=N\OC(=O)c1ccc(Br)o1)c1ccccn1	-10	-8	-4	8	-7	-80	-31	-39
CCOC(=O)C(=CN=C(N)Nc1nc2ccccc2o1)C(=O)OCC	3	10	-4	-2	0	8	10	2
COC(=O)c1cc(C(=O)OCC(=O)NCc2cccs2)cc([N+](=O)[O-])c1	-51	-17	3	2	-20	-3	-2	-36
CCOC(=O)c1c[nH]c2c3c(ccc2c1=O)CCCC3	7	-3	-5	-1	2	-20	1	-2
O=C(CCCN1C(=O)c2cccc3cccc(c23)C1=O)N1CCN(Cc2ccc3c(c2)OCO3)CC1	-16	-2	39	-5	-3	-2	-1	10
Cn1nc(C(C)(C)C)c([N+](=O)[O-])c1C(=O)NCCO	-1	1	-11	-4	2	5	-7	0
C[C@H](O)c1[nH]c2cc(F)ccc2c1[C@H](C)O	6	-4	-18	0	-3	4	11	-29
N#Cc1ccccc1OCC(=O)OCC(=O)NC1CCCC1	7	15	-5	-2	1	-19	7	5
O=C(Nc1ccccc1)C1=C[C@@H](c2ccc(C(F)(F)F)cc2)C[C@@H](OCCCCO)O1	7	4	11	6	6	0	13	-29
O=C(COC(=O)/C=C/c1ccc(F)cc1)Nc1ccc2[nH]c(=O)[nH]c2c1	2	4	-4	-4	-5	-16	-3	-33
COc1ccccc1/C=C1\SC(=S)N(CC(=O)NC2CCS(=O)(=O)C2)C1=O (stereo not drawn)	4	13	-8	-1	4	-9	9	17
CCOc1ccc(NC(=O)NCCCN2CCCC2)cc1	-3	8	-1	-2	-3	12	3	8
CCN1CCN(c2ccccc2NC(=O)c2ccc(-n3cccn3)cc2)CC1	-8	-11	9	-3	-4	5	11	-6
O=C(c1cc(COc2cccc3cnccc23)on1)N1CCCC(CCCO)C1 (stereo not drawn)	-2	-13	-1	18	-10	80*	14	-25
COc1cccc(NC(=S)NN2CCN(C)CC2)c1	0	0	-1	6	-13	12	-8	13
COc1ccc(OC)c(N(CC(=O)N2CCCC2)S(=O)(=O)c2ccc(OC)c(OC)c2)c1	-2	-3	8	2	-1	7	-21	-9
COc1cccc(C(=O)N(CN2CCCC2=O)c2cc(C)on2)c1	3	6	-5	-1	2	-1	-2	12
Cc1nnc(SCC(=O)Nc2ccc(N3CCOCC3)cc2)n1Cc1ccccc1	4	-2	1	-4	-8	-2	8	11
CC(C)C[C@H](NC(=O)c1[nH]cnc1C(=O)N[C@H](C)c1ccccc1)C(=O)OCc1ccccc1	1	3	-56	3	-4	-2	-12	-37
CNc1snc(C)c1C(=O)OC(C)C(=O)Nc1cccc(OC)c1 (stereo not drawn)	6	-3	8	-2	8	2	5	-1
COc1ccc2[nH]c(=O)c(CN(CC3CCCO3)C(=O)Nc3ccccc3)cc2c1 (stereo not drawn)	-10	-8	-2	3	11	11	-1	-10
COc1ccc(/C=N/OCC(=O)Nn2c(C)nc3ccccc3c2=O)cc1	-10	-2	13	-4	-13	8	1	10
CC(=O)Nc1ccc(S(=O)(=O)Nc2ccc(N3CCOCC3)c(F)c2)cc1	-11	1	6	2	-2	/	7	-1
CC(=O)n1cc(C2C(=O)CCCC2=O)c2ccccc21	-9	-2	2	-4	-5	0	-5	2
COc1cccc(NC2CC(=O)N(CCc3ccccc3)C2=O)c1 (stereo not drawn)	2	0	-5	-2	-5	-2	-2	4
COc1ccc(OCC(=O)Nc2ccc3c(c2)nc(CCNC(C)=O)n3C)cc1	-7	1	5	-3	6	-2	12	11
CS(=O)(=O)N(CC(=O)O)c1ccc2c(c1)OCO2	-9	-9	0	0	1	-2	2	2
NC(=O)CSc1nc2ccccc2nc1SCC(N)=O	8	2	6	-3	-7	/	7	-9
CN1C2CCC1CC(OC(c1ccccc1)c1ccccc1)C2 (stereo not drawn)	-2	3	-4	-4	-6	7	23	21
O=C(O)c1ccc(Nc2nc(-c3ccccc3)cs2)cc1	0	-13	2	-2	12	-45	-11	14
CCOC(=O)c1c(/N=C/N(C)C)sc(/C=N/Nc2ccccc2)c1-c1ccccc1Cl	-2	2	-18	2	22	-25	9	1
O=C(c1ccc2c(c1)OCO2)C1CCCN(Cc2c(F)ccc(F)c2F)C1 (stereo not drawn)	2	4	-1	-4	3	-7	13	7
O=C(Nc1ccc(N2CCOCC2)cc1N1CCOCC1)c1ccccc1	-20	1	5	0	-3	-3	3	9
Cc1ccc(CSCCNC(=O)CSc2ccccc2)cc1	-3	-3	11	-2	27	-7	15	7
CCOc1ccc(NS(=O)(=O)c2cc(C)c(C)cc2C)cc1	-10	-12	-1	-1	-1	4	-6	4
COCCOC(=O)C1=C(C)NC(=O)NC1c1ccco1 (stereo not drawn)	1	-7	1	0	-3	2	1	-15
CC(=O)Nc1ccc(NC(=O)C(C)OC(=O)/C=C/c2cn(-c3ccccc3)nc2-c2cccnc2)cc1 (stereo not drawn)	-16	-4	1	-1	28	3	8	-16
COc1ccc2cc(C(=O)c3ccccc3)c(=O)oc2c1	-4	1	-11	2	-14	-38	-12	10
CCOC(=O)CN/C=C(\C#N)c1ccc(F)cc1	-5	-5	-8	-3	-2	4	17	4
Cc1ccc(C)c(-n2c(-c3ccc(Br)cc3)csc2=NC(=O)c2ccccc2F)c1	0	6	39	-2	3	24	18	6
O=C1NN(c2ccccc2)C(=O)/C1=C/c1ccc(-c2cccc(C(=O)O)c2)o1	10	18	-32	-7	1	10	39	40
COc1cc2c(cc1OC)C(c1cc([N+](=O)[O-])ccc1O)NCC2 (stereo not drawn)	-2	10	-3	-3	5	-4	11	21
O=C(CNC(=O)c1ccccc1)NCC1COc2ccccc2O1 (stereo not drawn)	-2	-7	1	2	-1	/	12	22
Nc1nnc(CC(=O)N/N=C/c2ccc([N+](=O)[O-])cc2)s1	-13	-15	-14	3	-14	1	-5	-23
O=C(Nc1ncc2c(n1)-c1ccccc1OC2)c1cccc([N+](=O)[O-])c1	-3	4	5	-1	-2	2	10	9
CC1CCN(S(=O)(=O)c2cc(C(=O)NC3(C)CCS(=O)(=O)C3)ccc2Br)CC1 (stereo not drawn)	-19	-3	-20	-4	-1	0	-4	14
CCOc1ccc(NC(C)=O)cc1[N+](=O)[O-]	-7	-4	0	-3	-4	0	11	-17
CCOc1ccc(C(=O)N(CN2CCCC2=O)c2ccccc2)cc1	-3	8	-3	-2	-2	-3	-10	18
O=C1CCCN1c1ccc(Br)cc1	-3	7	8	-6	-12	4	-24	-9
Cc1ccccc1CSc1nnc(-c2ccncc2)o1	-3	-7	10	-3	7	-20	-2	6
COc1ccc(CNC(=O)c2ccc(N3CCOCC3)c([N+](=O)[O-])c2)cc1	6	10	1	-2	3	-20	7	18
CC1(C)OC(=O)N(CC(=O)Nc2cccc(C(F)(F)F)c2)C1(C)O (stereo not drawn)	-6	4	-13	-2	-10	3	-6	14
Cc1c(C(=O)Nc2nccs2)oc2ccc(Br)cc12	3	0	17	-1	-1	-86	1	5
O=C(NCC1(c2ccccc2)CCCC1)C1(c2ccccc2)CCCC1	0	23	-6	-5	25	-7	31	12
O=C(CC(NC(=O)c1ccccc1Cl)c1ccccc1)Nc1ccc2c(c1)OCO2 (stereo not drawn)	-9	7	-5	-2	13	20	8	-2
Cc1ccc(C(=O)N/C(=C/c2ccc(-c3cccc([N+](=O)[O-])c3)o2)C(=O)NC(C)C)cc1	-4	-1	-6	1	-24	4	-4	-4
COc1ccc(/C=C/C(=O)OCC(=O)NCc2ccccc2Cl)cc1OC	32	7	-7	5	-6	6	9	6
Cc1ccc2cccc(Oc3ncnc4scc(-c5ccccc5)c34)c2n1	-9	-6	5	3	20	2	15	-6
CSC1=NC(NCCCO)c2c(sc3c2CC(C)(C)OC3)N1 (stereo not drawn)	4	-6	2	-2	-8	5	0	-3
Additional records
SMILES	ATG4B inh	CXCR6 block	UBC13 inh	APJ ag	EBI2 antag	Gli-Sufu antag	CCR6 antagonist	APJ antagonist
Cc1cc(-c2nnc3n2N=C(c2ccc(-c4ccccc4)cc2)CS3)n[nH]1	-27	1	2	1	5	15	16	12
Cc1cc(Cl)c2oc(C(=O)NC(C)c3ccncn3)c(C)c2c1 (stereo not drawn)	-16	-3	-8	-4	-2	-12	8	2
O=C(CSCc1ccc(F)cc1)Nc1ccc(N2CCOCC2)cc1N1CCOCC1	-2	-9	3	-4	12	1	11	0
CCOC(=O)c1nn(-c2ccc(C)cc2)c(C)c1C(C)=O	-1	-2	-5	6	-8	4	-4	-6
Cc1cc(NN)nc(Cc2ccccc2)n1	1	10	5	-5	12	-16	21	21
CS(=O)(=O)N1CCC(C(=O)NCc2ccc3c(c2)OCO3)CC1	3	-2	0	1	-4	/	-8	-4

Record cards, as listed above:
Results for CC(=O)Nc1ccc(S(=O)(=O)Nc2ccc(N3CCOCC3)c(F)c2)cc1 = ATG4B inh: -11; CXCR6 block: 1; UBC13 inh: 6; APJ ag: 2; EBI2 antag: -2; Gli-Sufu antag: /; CCR6 antagonist: 7; APJ antagonist: -1
Results for O=C(COC(=O)/C=C/c1ccc(F)cc1)Nc1ccc2[nH]c(=O)[nH]c2c1 = ATG4B inh: 2; CXCR6 block: 4; UBC13 inh: -4; APJ ag: -4; EBI2 antag: -5; Gli-Sufu antag: -16; CCR6 antagonist: -3; APJ antagonist: -33

Structures shown so far containing fluorine:
SMILES	ATG4B inh	CXCR6 block	UBC13 inh	APJ ag	EBI2 antag	Gli-Sufu antag	CCR6 antagonist	APJ antagonist
C[C@H](O)c1[nH]c2cc(F)ccc2c1[C@H](C)O	6	-4	-18	0	-3	4	11	-29
O=C(Nc1ccccc1)C1=C[C@@H](c2ccc(C(F)(F)F)cc2)C[C@@H](OCCCCO)O1	7	4	11	6	6	0	13	-29
O=C(COC(=O)/C=C/c1ccc(F)cc1)Nc1ccc2[nH]c(=O)[nH]c2c1	2	4	-4	-4	-5	-16	-3	-33
CC(=O)Nc1ccc(S(=O)(=O)Nc2ccc(N3CCOCC3)c(F)c2)cc1	-11	1	6	2	-2	/	7	-1
O=C(c1ccc2c(c1)OCO2)C1CCCN(Cc2c(F)ccc(F)c2F)C1 (stereo not drawn)	2	4	-1	-4	3	-7	13	7
CCOC(=O)CN/C=C(\C#N)c1ccc(F)cc1	-5	-5	-8	-3	-2	4	17	4
Cc1ccc(C)c(-n2c(-c3ccc(Br)cc3)csc2=NC(=O)c2ccccc2F)c1	0	6	39	-2	3	24	18	6
CC1(C)OC(=O)N(CC(=O)Nc2cccc(C(F)(F)F)c2)C1(C)O (stereo not drawn)	-6	4	-13	-2	-10	3	-6	14
O=C(CSCc1ccc(F)cc1)Nc1ccc(N2CCOCC2)cc1N1CCOCC1	-2	-9	3	-4	12	1	11	0
